Screening results (PubChem BioAssay)
VP16 counter: counter-screen for ROR gamma inhibitors: Gal4-VP16 reporter; Potency, µM (doses to about 53.6 µM), for inactives: top-dose activity, negative = inhibition, usual class: inhibitors; 3.5% of 310,000 active; Drosophila S2 Gal4-VP16 UAS-luciferase, luminescence, 20 h;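 also: Gal4-VP16 expression switched on by copper sulfate through the metallothionein promoter; potency is read from the fitted curve at half-maximal effect; % is scaled to controls: 0 for no effect and ±100 for the full control effect; nearly all actives have a fitted effect of over 50% in size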
NPC1 prom act: NPC1 promoter activation. Huh7 NPC1 promoter luciferase reporter, 24 h. Potency, µM (top dose mostly 9.22 µM), for the others: at the highest dose activation, actives largely listed as activators. 2.4% of 320,000 active;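 also: potency is read from the fitted curve at half-maximal effect; % of control where 0% means no effect; nearly all actives have a fitted effect of over 60% in size; reporter is driven by a mutant NPC1 promoter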
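Huh7 reporter cells (NPC1 promoter driving luciferase) are dosed with compound for 24 h at 37 °C, 5% CO2; luciferase detection reagent is then added and luminescence measured after 10 min at ambient temperature.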
ELG1 DNA repair: blocks ELG1-dependent DNA repair in HEK293T cells | HEK293T ELG1-luciferase reporter, luminescence, 16 h; DNA damage induced by 5-fluorouridine | Potency, µM (titrated, usually from 46.1 µM), for inactives: top-dose activity change, negative = inhibition, usual class: inhibitors | 2.3% of 330,000 active; also: potency is read from the fitted curve at half-maximal effect; % is scaled to controls: 0 for no effect and ±100 for the full control effect; nearly all actives have a fitted effect of over 55% in size
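In this reporter screen, reduction of luminescence relative to DMSO vehicle indicated activity. Compounds and 5-fluorouridine were added together to 2,000 cells per well, incubated for 16 hr at 37 °C, then developed with ONE-Glo.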
PKM2 act: PKM2 (human) enzyme activation | purified PKM2, Kinase-Glo ATP luminescence, activation; response scale: 0% is enzyme alone, no compound | 0.34% of 260,000 active | Potency, µM (series often up to 57.5 µM), without a hit: at the top dose activation, hits mostly activators | P14618; also: potency is read from the fitted curve at half-maximal effect; % is scaled to controls: 0 for no effect and ±100 for the full control effect; nearly all actives have a fitted effect of over 55% in size
Target sequence (P14618 whole entry, looked up): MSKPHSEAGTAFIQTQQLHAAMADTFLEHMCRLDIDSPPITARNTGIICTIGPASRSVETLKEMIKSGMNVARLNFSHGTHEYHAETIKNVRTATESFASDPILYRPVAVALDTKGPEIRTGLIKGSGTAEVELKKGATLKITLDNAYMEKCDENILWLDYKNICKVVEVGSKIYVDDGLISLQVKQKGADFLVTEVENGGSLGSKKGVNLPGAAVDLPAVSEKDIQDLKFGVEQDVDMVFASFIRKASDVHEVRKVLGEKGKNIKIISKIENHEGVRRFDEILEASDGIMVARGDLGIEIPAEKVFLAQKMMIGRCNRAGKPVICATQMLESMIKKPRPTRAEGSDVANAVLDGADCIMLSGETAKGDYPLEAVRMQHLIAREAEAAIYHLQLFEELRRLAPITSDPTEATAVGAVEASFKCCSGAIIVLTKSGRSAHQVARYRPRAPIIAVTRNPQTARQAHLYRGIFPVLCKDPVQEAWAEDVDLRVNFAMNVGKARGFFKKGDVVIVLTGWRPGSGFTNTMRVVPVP
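hPK-M2, >95% pure; 0.1 mM ADP / 0.5 mM PEP final; imidazole pH7.2 buffer w/ 7 mM MgCl2, 50 mM KCl; 1 h RT; Kinase-Glo lum. Intermediate enzyme activity for dual inhibitor/activator qHTS.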
Mito fusion act: blocks mitochondrial division or promotes mitochondrial fusion. S. cerevisiae fusion-defective mutant growth rescue, CellTiterGlo 48 h. 0.23% of 320,000 active. Potency, µM (series often up to 46.1 µM), for inactives: top-dose growth rescue (activation), actives largely listed as activators;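 also: potency is read from the fitted curve at half-maximal effect; % of control where 0% means no effect; nearly all actives have a fitted effect of over 45% in size; temperature-sensitive fusion mutants such as fzo1-1 at 37 °C on non-fermentable ethanol glycerol medium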
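Luminescent cell viability in 1536-well qHTS format served as the measure of rescued growth in ts fusion-mutant S. cerevisiae cultured on non-fermentable YPEG for 48 hours at 37C.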
Rab9 promoter act: activates the Rab9 promoter | Huh7 Rab9 promoter-luciferase reporter, luminescence, 24 h | Potency, µM (doses to about 9.22 µM), for the others: at the top dose activation, negative = inhibition, usual class: activators | 2.8% of 320,000 active; also: potency is read from the fitted curve at half-maximal effect; % of control where 0% means no effect; nearly all actives have a fitted effect of over 60% in size
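Measured in stably transfected Huh7 cells bearing a Rab9 promoter–luciferase construct: 24 h compound treatment at 37 °C, followed by luminescence detection.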
Menin MLL FP TR: displaces Texas Red mutant MLL peptide from human menin. 0.23% of 270,000 active. Potency, µM (doses to about 61.6 µM), for the others: at the top dose FP activity change, negative = inhibition, actives largely listed as inhibitors. O00255. Menin + Texas Red MLL mutant peptide, fluorescence polarization; active = well fitted inhibition curve with a large enough effect in the polarisation, with a control signal flat, not every such curve was filed as active; inconclusive = small, poorly fitted or top-dose-only effect, or effect the other way, or a change in a side signal; inactive = no such curve, though single readings can be large or run the other way; the % refers to the polarisation; also: potency is read from the fitted curve at half-maximal effect; % of control where 0% means no effect; many of its hits are not listed in these tables
MBNL1 CUG block: inhibitors of human MBNL1 binding to CUG repeat RNA; TR-FRET MBNL1-His/biotin-(CUG)12 binding, 665/545 ratio; Potency, µM (top dose mostly 57.5 µM), for inactives: top-dose activity change, negative = inhibition, usual class: inhibitors; 0.036% of 280,000 active; active = well fitted inhibition curve with a large enough effect in the signal ratio, with a control signal flat, not every such curve was filed as active; inconclusive = small, poorly fitted or top-dose-only effect, or effect the other way, or a change in a side signal; inactive = no such curve, though single readings can be large or run the other way; the % refers to the signal ratio; also: potency is read from the fitted curve at half-maximal effect; % is scaled to controls: 0 for no effect and ±100 for the full control effect
Target sequence (Q9NR56 whole entry, looked up): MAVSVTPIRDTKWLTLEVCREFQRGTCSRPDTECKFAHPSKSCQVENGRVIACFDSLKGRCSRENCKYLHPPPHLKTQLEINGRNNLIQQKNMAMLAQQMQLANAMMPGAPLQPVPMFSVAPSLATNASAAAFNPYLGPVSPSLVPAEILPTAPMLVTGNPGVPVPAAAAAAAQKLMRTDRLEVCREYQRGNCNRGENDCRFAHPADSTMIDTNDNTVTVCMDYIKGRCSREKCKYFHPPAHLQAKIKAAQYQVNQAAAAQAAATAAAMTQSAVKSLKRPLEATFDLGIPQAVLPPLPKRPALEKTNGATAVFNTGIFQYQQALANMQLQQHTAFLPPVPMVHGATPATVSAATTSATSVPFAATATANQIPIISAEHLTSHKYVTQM
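TR-FRET readout: Ex 340 nm, 665/545 nm emission ratio, normalized to buffer-only (basal) and MBNL1-(CUG)12 controls. Complex of MBNL1-His with Biotin-(CUG)12, compounds 92 nM–58 uM, incubated 60 min at room temperature.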
RORg inh: inhibitors of mouse ROR gamma transcriptional activity. Drosophila S2 Gal4-RORgamma UAS-luciferase reporter, 20 h. 5.4% of 310,000 active. P51450. Potency, µM (titrated, usually from 53.6 µM), without a hit: at the top dose activity change, negative = inhibition, usual class: inhibitors; also: potency is read from the fitted curve at half-maximal effect; % is scaled to controls: 0 for no effect and ±100 for the full control effect; nearly all actives have a fitted effect of over 60% in size
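A Gal4/UAS one-hybrid system in insect cells: metallothionein-promoter Gal4–ROR gamma fusion plus Photinus luciferase reporter. Copper sulfate 700 uM final, 20 hr ambient incubation, luminescent detection after 10 min with reagent.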
KCNH2 3.1 block: blocks the human KCNH2 3.1 channel isoform; U2OS KCNH2 3.1, thallium flux FluxOr; hits give low values; 0.95% of 340,000 active; AID 720553; activity change, % (tested at about 1.8 µM);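 active = maximum activity change below -70%; inconclusive = maximum activity change from -70% to -50%; inactive = maximum activity change above -50%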;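 also: thallium influx rate constant from kinetic fluorescence after stimulation buffer; % is scaled to controls: 0 for no effect and ±100 for the full control effect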
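Virally transduced U2OS (3.1 isoform, 4 h infection in dark at RT) → overnight 37 C → FluxOr + Red40 in HBSS/HEPES, 45 min → stimulation buffer, 2 min kinetic read → rate constant vs DMSO controls.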
FLuc counter: firefly luciferase modulation, counter-screen for miR-21 project; P08659; 6.9% of 360,000 active; purified FLuc, Km substrates, luminescence inhibition; Potency, µM (titrated, usually from 57.5 µM), for inactives: top-dose activity change, negative = inhibition, actives largely listed as inhibitors; AID 588342;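 also: potency is read from the fitted curve at half-maximal effect; plate controls were vehicle for no effect and reference inhibitor for full effect; nearly all actives have a fitted effect of over 55% in size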
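Purified P. pyralis luciferase (10nM final) with 10uM D-luciferin and 10uM ATP (Km levels) in 50mM Tris acetate pH 7.5, 10mM Mg acetate, 0.01% Tween-20, 0.05% BSA; qHTS 6-point titration, ~60 µM downward; luminescence read.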
* hit, by the source's call; u = inconclusive; x = not tested or not shown; [ ] = another dose, or the depositor's remark. Unless noted, calls follow the shape of the dose curve; as a rule, active = well fitted curve in the direction sought with a large enough effect; inconclusive = small, poorly fitted or top-dose-only effect, or another doubt; inactive = no such curve, though single readings can be large; an effect the other way counts as inactive or inconclusive.

entry	mol	ELG1 DNA repair	FLuc counter	KCNH2 3.1 block	VP16 counter	RORg inh	MBNL1 CUG block	Menin MLL FP TR	NPC1 prom act	Mito fusion act	PKM2 act	Rab9 promoter act
1	COc1ccccc1C(=O)OCC(=O)c1cccc([N+](=O)[O-])c1	4%	u	20	7%	20%	u	11%	-2%	-1%	-2%	0%
2	COc1ccc(OC)c(NC(=O)COC(=O)c2ccc(OC)c(S(=O)(=O)N3CCOCC3)c2)c1	u	-1%	9	x	x	x	x	-1%	0%	x	-11%
3	Cc1cccc(NC(=O)/C(=C\c2cccs2)NC(=O)c2ccccc2)c1	14%	5%	-3	-10%	8%	7%	u	3%	0%	-5%	-3%
4	COC(=O)Cc1n[nH]c(=S)[nH]c1=O	3%	0%	2	5%	-22%	20%	0%	1%	-1%	3%	0%
5	O=C(NC(=O)c1ccccc1Cl)C(=O)Nc1ccc(Cl)cc1	8%	-1%	-8	-10%	-16%	1%	x	2%	-1%	-6%	12%
6	O=[N+]([O-])c1ccc(O)c(/C=N/n2c(CO)nc3ccccc32)c1	26µM*	-9%	19	29%	-4%	u	x	1%	2%	-6%	-5%
7	COc1ccccc1C(=O)N1CCN(S(=O)(=O)Cc2ccccc2)CC1	-8%	2%	9	0%	6%	2%	-22%	1%	6%	-2%	13%
8	O=C(NCCN1CCOCC1)C1CC(=O)N(c2ccc(Cl)cc2)C1 (stereo not given)	4%	0%	1	-3%	-7%	-3%	0%	-5%	-5%	0%	-2%
9	Cc1ccc(F)cc1NC(=O)COC(=O)c1ccc2ncsc2c1	17%	1%	11	x	x	x	x	0%	1%	x	-4%
10	COc1ccc(Cc2nnc(NC(=O)Nc3ccccc3)s2)cc1OC	-19%	-1%	-5	4%	-2%	-2%	22%	-3%	1%	x	-3%
11	CN1C(=O)CSc2ccc(NC(=O)NCCC3=CCCCC3)cc21	u	u	-7	-7%	0%	0%	7%	-1%	-1%	3%	0%
12	COc1ccc(N2CCN(S(=O)(=O)c3ccc(Br)s3)CC2)cc1	6%	1%	-14	-1%	0%	-5%	-10%	0%	4.5µM*	9%	-5%
13	Cc1cccc(NC(=O)C2(c3cccs3)CCOCC2)n1	10%	3%	-23	2%	13%	-11%	-4%	1%	0%	11%	-4%
14	CCOc1ncccc1C(=O)N1CCN(S(=O)(=O)c2ccccc2)CC1	1%	2%	5	5%	-3%	-7%	0%	-1%	0%	-2%	-5%
15	CCN(CC)CCCN1C(=O)C(=O)/C(=C(/O)c2ccccc2)C1c1cc(OC)ccc1OC (stereo not given)	3%	6%	2	8%	1%	11%	-5%	-6%	-2%	-1%	-1%
16	O=P(O)(CP(=O)(c1ccccc1)c1ccccc1)c1ccccc1O	7%	0%	1	-7%	-12%	-13%	0%	1%	-1%	-4%	2%
17	Nc1nc(N)nc(-c2ccccc2-c2nc(N)nc(N)n2)n1	0%	-3%	8	5%	-8%	-1%	1%	-3%	9%	8%	4%
18	CN(Cc1ccccc1)C(=O)Nc1ccccc1	x	-5%	1	15%	14%	-8%	2%	x	-5%	-1%	x
19	CC1CCC2(CC1)NC(=S)N(c1ccccc1)N2 (stereo not given)	11%	4%	1	-21%	-25%	-5%	8%	-3%	3%	3%	-1%
20	CC(=O)Nc1cc(ON=C(C)C)cc([N+](=O)[O-])c1	-1%	1%	10	-10%	4%	u	3%	-1%	14%	2%	-8%
21	CCOc1ccc(-n2ccc(=O)c(C(=O)Nc3ccc(S(=O)(=O)Nc4ncccn4)cc3)n2)cc1	-4%	-2%	22	0%	-4%	14%	x	-8%	3%	x	-1%
22	C=CCn1c(-c2cccnc2)n[nH]c1=S	15%	-1%	-2	-9%	13%	3%	4%	8%	-5%	-1%	-8%
23	O=C(c1cc(COc2ccc(F)cc2Cl)on1)N1CCCCC1c1cccnc1 (stereo not given)	0%	-13%	5	17%	u	5%	2%	5%	25%	x	16%
24	CCOc1ccc(NC2CCN(C(C)=O)CC2)cc1	20%	-8%	4	14%	11%	7%	-3%	-1%	0%	-7%	0%
25	Cc1ccc(S(=O)(=O)N2CCCC(C(=O)Nc3ccc(NC(=O)c4ccccn4)cc3)C2)cc1 (stereo not given)	u	2%	-15	-25%	33%	-2%	-6%	12%	-2%	-1%	19%
26	COc1ccccc1CN(Cc1nc2ccccc2c(=O)[nH]1)C(=O)Nc1ccccc1	u	-11%	3	u	10µM*	-5%	-8%	-3%	11%	4%	-4%
27	CCCCCCCC(=O)Nc1cc(C(=O)NCc2ccc(C)cc2)ccc1N1CCC2(CC1)CC(c1ccccc1)=NO2	13%	2%	-2	-12%	-9%	-1%	2%	-4%	0%	-2%	0%
28	Cc1ccccc1OC(C)C(=O)NC1CCCC1 (stereo not given)	-2%	0%	-13	-2%	-8%	12%	0%	0%	-1%	-5%	-8%
29	CC(=O)c1ccc(OCC(=O)OC(C)C(=O)NC2CCCCC2C)cc1 (stereo not given)	0%	-2%	-8	x	x	x	x	-4%	-3%	x	-2%
30	CC1Cc2ccccc2N1C(=O)CCS(=O)(=O)c1cccc2nonc12 (stereo not given)	11%	4%	-19	19%	0%	u	-6%	-2%	9%	11%	0%

(continued)
entry	mol	ELG1 DNA repair	FLuc counter	KCNH2 3.1 block	VP16 counter	RORg inh	MBNL1 CUG block	Menin MLL FP TR	NPC1 prom act	Mito fusion act	PKM2 act	Rab9 promoter act
31	COc1ccc(CCN=C(N)NS(=O)(=O)c2ccccc2)cc1	11%	-2%	10	-3%	8%	-13%	-6%	1%	13%	-16%	-5%
32	Cc1nc(S(=O)(=O)c2ccc(Cl)cc2)nc2c1CCC2	9%	1%	3	-2%	10%	4%	-24%	-1%	4%	1%	1%
33	Cc1ccc(-c2csc(NC(=O)c3c(C)noc3C)n2)cc1C	9%	u	-26	x	x	x	x	3%	14%	x	0%
34	CCCCC(CC)Cn1c2nc3ccccc3nc2c2c(=N)oc(C)nc21 (stereo not given)	u	-1%	x	x	-25%[0.365 µM]	203%[activator]	u	1%	3%	0%	-1%
35	CCCCN1C(=O)C(O)=C(C(C)=O)C1c1ccccc1[N+](=O)[O-] (stereo not given)	1%	-8%	-10	-22%[10 µM]	1%	6%	14%	1%	-4%	-8%	-2%[1.84 µM]
36	COc1ccc(NC(=O)Nc2cc(C(C)(C)C)on2)cc1OC	u	2%	-10	u	25%	-4%	x	-3%	-1%	1%	-8%
37	CCOC(=O)c1c(C(F)(F)F)nc2ncccn12	-12%	13%	-1	-3%	22%	-13%	11%	0%	0%	-4%	-1%
38	CCOC(=O)c1c(N)sc(C(C)=O)c1C	u	u	9	u	30%	17%	13%	8%	0%	1%	14%
39	CCOC(=O)NC(=O)C(=CNc1cccc(C)c1)C(=O)NC(=O)OCC	4%	3%	9	1%	3%	-17%	8%	-1%	-8%	0%	-10%

Entries above with fluorine:
entry	mol	ELG1 DNA repair	FLuc counter	KCNH2 3.1 block	VP16 counter	RORg inh	MBNL1 CUG block	Menin MLL FP TR	NPC1 prom act	Mito fusion act	PKM2 act	Rab9 promoter act
9	Cc1ccc(F)cc1NC(=O)COC(=O)c1ccc2ncsc2c1	17%	1%	11	x	x	x	x	0%	1%	x	-4%
23	O=C(c1cc(COc2ccc(F)cc2Cl)on1)N1CCCCC1c1cccnc1 (stereo not given)	0%	-13%	5	17%	u	5%	2%	5%	25%	x	16%
37	CCOC(=O)c1c(C(F)(F)F)nc2ncccn12	-12%	13%	-1	-3%	22%	-13%	11%	0%	0%	-4%	-1%

This is a subset; the hit share may differ from the screen's.
